# PfHsp40 rescue: compounds rescuing yeast from Plasmodium falciparum HSP40 toxicity; S. cerevisiae expressing PfHsp40, growth rescue, ATP luminescence; 340,000 tested, 0.68% active; growth rescue, % at 12.5 µM; in the data active means growth rescue above about 28%, passing the limit was not always enough; inconclusive means no clear call, values can overlap the other calls;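 further: yeast W303a lacking pdr1 and pdr3 grown in galactose medium; growth measured after three days at 30 °C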
# DUSP3 inh: inhibitors of human VHR1 phosphatase (DUSP3); inhibition, % at 13.3 µM; recombinant VHR phosphatase, pNPP absorbance; P51452; 290,000 tested, 0.52% active; in the data active means inhibition above about 50%; further: some compounds called inactive have numbers as strong as hits
# Target sequence (P51452 whole entry, looked up): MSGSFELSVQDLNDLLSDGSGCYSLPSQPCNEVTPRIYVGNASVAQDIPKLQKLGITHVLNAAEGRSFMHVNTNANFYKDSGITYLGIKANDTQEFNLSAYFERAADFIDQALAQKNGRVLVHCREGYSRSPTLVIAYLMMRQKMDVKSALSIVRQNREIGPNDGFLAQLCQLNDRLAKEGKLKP
# Rv3671c protease: Rv3671c (M. tuberculosis) protease inhibition. 320,000 tested, 0.048% active. inhibition, % at 5.96 µM; in the data active means inhibition above about 38%;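 further: extracellular domain of Rv3671c used as enzyme; 0% = enzyme with DMSO and 100% = no enzyme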
# Target sequence (P9WHR9 whole entry, looked up, the tested form may be a part): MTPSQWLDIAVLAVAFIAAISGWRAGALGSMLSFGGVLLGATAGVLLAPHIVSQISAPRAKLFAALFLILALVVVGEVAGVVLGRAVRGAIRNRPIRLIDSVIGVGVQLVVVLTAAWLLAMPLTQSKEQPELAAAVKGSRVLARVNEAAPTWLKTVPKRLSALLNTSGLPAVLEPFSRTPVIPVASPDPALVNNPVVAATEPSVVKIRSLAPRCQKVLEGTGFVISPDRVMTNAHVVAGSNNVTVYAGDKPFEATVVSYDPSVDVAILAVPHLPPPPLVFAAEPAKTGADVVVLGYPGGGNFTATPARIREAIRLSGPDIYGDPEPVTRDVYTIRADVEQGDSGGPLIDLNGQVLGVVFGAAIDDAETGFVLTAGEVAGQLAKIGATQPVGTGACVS
# SARS 3CLpro inh: SARS-CoV 3CLpro protease inhibition; P0C6X7; inhibition, % at 6 µM; 290,000 tested, 0.14% active; recombinant SARS-CoV 3CLpro, quenched FRET peptide cleavage; AID 1706; in the data active means inhibition above about 12%
# SSB-PriA inh: inhibitors of Klebsiella pneumoniae PriA binding to SSB C-terminal tail | AlphaScreen SSBct-PriA binding, biotinylated peptide | inhibition, % at 33 µM | 430,000 tested, 0.6% active | AID 1272365; in the data active means inhibition mostly above about 37%, no sharp cut-off; inactive means mostly below about 20%;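 further: plate controls were negative control peptide for no effect and reference peptide for full effect; strong numbers were not always called active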
# BH1578 lux ind: inducers of Vibrio cholerae quorum light production without autoinducers; V. cholerae BH1578 lux reporter, luminescence, 6 h; 350,000 tested, 0.16% active; AID 588436; activation, % at 18.7 µM; in the data active means activation mostly above about 9.7%, no sharp cut-off; inconclusive means no clear call, values can overlap the other calls; inactive means mostly below about 3.7%; further: not every result past the cut was called active; inactives centre near 0; reference of the scale not given here
# Yp Topo-I inh: blocks Yersinia pestis topoisomerase I activity. activity, % at 10 µM. Y. pestis Topo-I cleavage product accumulation, plate reader. AID 504884. 360,000 tested, 0.064% active; in the data active means activity above about 50%, passing the limit was not always enough; inconclusive means no clear call, values can overlap the other calls; further: inactives centre near 2
# Anthrax LF prot: blocks Bacillus anthracis lethal factor protease; 360,000 tested, 0.12% active; inhibition, % at 10 µM; P15917; multiplex microsphere protease cleavage assay, LF; in the data active means inhibition above about 30%; inconclusive means no clear call, values can overlap the other calls; further: plate controls were buffer without enzyme for full effect and enzyme alone for no effect
# TcdB GH inh: blocks C. difficile toxin B glycohydrolase activity; 350,000 tested, 0.24% active; AID 652162; inhibition, % at 9.99 µM; TcdB glycohydrolase enzymatic assay, plate reader; in the data active means inhibition above about 10%
# MazF activator: MazEF (E. coli) toxin RNase activation; 350,000 tested, 0.32% active; AID 504720; activation, % at 20 µM; P0AE70; FAM/BHQ RNA-DNA oligo cleavage fluorescence, 5 h; in the data active means activation above about 50%
# Target sequence (P0AE70 whole entry, looked up): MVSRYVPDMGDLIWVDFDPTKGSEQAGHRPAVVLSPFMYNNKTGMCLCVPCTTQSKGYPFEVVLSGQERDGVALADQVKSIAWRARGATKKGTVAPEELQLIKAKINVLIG
# The depositor's hits bear a star; i = inactive; ? = inconclusive; · = not tested or not shown; & = joins results of further samples. This is a subset; rates above refer to the full screens.
SMILES,PfHsp40 rescue,DUSP3 inh,Rv3671c protease,SARS 3CLpro inh,SSB-PriA inh,BH1578 lux ind,Yp Topo-I inh,Anthrax LF prot,TcdB GH inh,MazF activator
CN(CC(=O)Nc1ccc(F)cc1)C(=O)COC(=O)COc1ccc(C#N)cc1,-0.3,·,4,·,-6,-0.7,1,-2,1.0,2
COc1ccc(NC(=O)Nc2cccc(C(=O)N3CCOCC3)c2)cc1OC,-0.8,11,1,-4,-2,-0.4,-6,0,·,-5
Cc1sc2nc(SCC(=O)NCc3ccco3)[nH]c(=O)c2c1C,-0.3,6,-1,4,0,·,1,-4,1.4,-1
CCCCCCc1c(C)c2ccc(OCC(=O)N[C@@H](Cc3ccccc3)C(=O)O)cc2oc1=O,2.2,-20,-6,7,4,-0.3,29,-9,-1.6,2
N#CC1(C#N)C(c2ccccc2)OC23CCCCC2C1(C#N)C(=N)O3 (stereo unspecified),-1.4,-7,0,4,-10,-0.2,4,-2,·,5
CC(Sc1nccn1C)C(=O)NC1(C#N)CCCCC1 (stereo unspecified),-1.6,·,-10,·,4,i,-4,·,1.0,0
Cc1cc(Oc2ccc(C(C)(C)C)cc2)nc(N2CCOCC2)n1,2.0,35,7,-3,-2,i,41,-3,·,-6
C[C@H](O)[C@@H]1CN2CCc3c([nH]c4ccccc34)[C@@H]2C[C@@H]1N(C)C(=O)NC1CCCCC1,·,·,·,·,·,-0.3,-1,0,-0.7,-16
COc1ccc(NC2CCCN(C(=O)COc3ccc(C(C)=O)cc3)C2)cc1 (stereo unspecified),·,·,·,·,·,0.0,4,-8,1.2,6
Cc1cc(NC(=O)COC(=O)C2=NN(c3ccccc3)C(=O)CC2)c([N+](=O)[O-])cc1C,-0.4,·,3,·,4,-0.3,4,·,-0.3,-2
O=C(CN1CCc2ccccc2C1)Nc1ccccc1F,-2.2,13,-2,-5,-25,-0.4,-6,10,0.9,2
Cc1ccc(NC(=O)COC(=O)c2ccccc2F)cc1S(=O)(=O)N1CCCCC1,-0.1,·,·,·,13,i,2,-2,1.9,-1
CCOc1ccc(OCCOCCN2CCOCC2)cc1,-0.4,6,16,-2,3,-6.2,3,-3,·,-15
ClC1=CCC2CN(CCN3CCCCC3)CC2C1 (stereo unspecified),-1.1,4,-6,·,-4,-0.3,-6,-5,·,10
O=c1[nH]c(C2CCCN(S(=O)(=O)c3ccccc3Cl)C2)nc2c1nnn2Cc1ccc2c(c1)OCCO2 (stereo unspecified),-0.6,2,-39,8,-5,0.2,27,0,0.9,6
O=c1cc(CN2CCN(c3ccc(F)cc3)CC2)c2cc3c(cc2o1)CCCC3,1.7,13,-3,1,-10,-2.8,6,0,·,1
O=C(CC1C(=O)NCCN1Cc1ccccc1C(F)(F)F)NC1CCCCC1 (stereo unspecified),0.0,9,-4,1,0,-0.7,-7,-2,1.5,0
Cc1cc(C)c(S(=O)(=O)Nc2ccc(N3CCOCC3)cc2)c(C)c1,1.5,11,2,-2,13,-0.8,4,6,-41,4
COc1cccc2c(N/N=C/c3ccc(O)c(O)c3)cc(C)nc12,-1.0,4,-6,0,·,-0.2,-2,-9,-4.2,7
COc1ccc(C(=O)CSc2nnc(-c3ccco3)o2)cc1,-0.7,19,-6,-7,-5,-0.3,-7,-3,·,5
O=C(O)c1nn(-c2ccc(F)cc2)ccc1=O,0.2,2,3,-3,-1,0.1,2,11,-1.1,4
O=C(NNS(=O)(=O)c1ccc(C(=O)NC2CCCC2)cc1)c1ccncc1,1.3,33,-5,3,-11,-0.3,7,-3,-6.6,10
O=c1[nH]n2c(-c3ccccc3)nc(O)c2c2ccccc12,0.5,17,5,2,-10,0.1,0,0,1.1,2
CC1CC(C)CN(C(=O)COC(=O)C2CCN(S(=O)(=O)c3c(Cl)cccc3Cl)CC2)C1 (stereo unspecified),0.3,·,-7,·,-5,-1.4,34,?,1.4,-2
Cc1cccc(OCCCN2CCOCC2)c1C,-2.2,-4,-1,0,-4,-2.4,6,17,-0.5,11
N#CCCSc1ccccc1NC(=O)c1cc(=O)c2ccccc2o1,-0.4,18,-6,-2,-11&8&0,-2.7,5,-3,2.8,6
CN1C(=O)CS/C1=N\NC(=O)COc1cccc2cccnc12,0.3,-14,-1,2,·,-0.4,-9,-7,-0.3,2
CCOC(=O)c1ccccc1-n1nnnc1C,-0.2,9,-1,5,-6,-0.4,2,3,0.9,4
Cc1ccc(N(CC(=O)Nc2cc(Cl)ccc2Oc2ccccc2)S(C)(=O)=O)c(C)c1,-0.6,2,-18,4,2,0.4,29,0,·,1
COc1ccc2nc(NC(=O)c3cccc(OCc4c(C)noc4C)c3)sc2c1,-1.0,-5,-38,-1,5,i,3,-1,·,-25
Cc1ccc(NC(=O)COC(=O)C2CC2C)c(S(=O)(=O)N2CCCCC2)c1 (stereo unspecified),-1.1,27,-3,-7,1,·,-4,-1,·,2
CCOc1ccccc1CN1CCN(Cc2cccc3c2OCO3)CC1CCO (stereo unspecified),0.3,21,-7,2,-5,-0.1,4,-2,0.9,-6
O=C1NCCN1c1ncc([N+](=O)[O-])s1,-1.9,·,-6,·,0,1.2,-1,-3,2.1,0
Cc1ccc(CN(Cc2ccco2)C(=S)NCC(=O)NCc2cccnc2)cc1,-0.1,8,2,1,8,-0.3,27,-1,-0.1,-2
C=C(C)C1CC=C(CN2CCC(O)CC2)CC1 (stereo unspecified),0.1,39,-9,2,-11,7.1,6,-7,·,10
Nc1nc(NCc2ccco2)nc(N2CCOCC2)c1[N+](=O)[O-],0.3,13,3,5,-3,i,2,-10,1.6,-2
COCCNC(=O)/C(C#N)=C/c1ccc(O)cc1,-4.4,13,-5,4,-6,i,0,4,1.1,4
COC(CNC(=O)c1ccc2c(c1)ncn2-c1cc(C)cc(C)c1)OC,1.3,10,4,-4,-2,i,11,-7,-1.0,7
CCOc1ccc(C(=O)CSCC(=O)O)cc1,-0.6,22,-1,2,-3,i,-10,-2,0.2,-2
COC(=O)c1ccc(NC(=S)Nc2cccc(C)n2)cc1,1.9,21,4,3,-6,-0.4,-4,-5,0.2,-19
O=C(CCN1C(=O)/C(=C/c2cccc(Br)c2)SC1=S)NNC(=O)c1cccnc1,-0.6,1,-9,0,-20,i,5,-3,1.2,-5
Nc1nonc1-n1nnc(C(=O)N/N=C/c2ccccc2O)c1CN1CCCC1,1.5,·,-7,·,·,-0.1,3,-3,-6.7,4
CC1=CC2=NC(=O)/C(=C\c3cc(C)n(-c4ccc(F)cc4)c3C)C(=N)N2O1,-1.0,2,4,1,6,-0.7,26,-2,-0.3,10
CC1(C)CC(=O)C=C(NNC(=O)c2ccccc2O)C1,1.5,27,-1,-1,6,-1.8,4,-4,·,-13
O=S(=O)(NCCc1ccccc1)c1cccc2nsnc12,1.5,0,-2,-6,-13&6,i,11,0,2.6,4
COc1ccc(NC(=O)CN2CCN(CC(=O)Nc3ccccc3Cl)CC2)cc1,0.4,47,0,-1,6,-0.5,12,4,·,9
COc1ccc(Br)cc1S(=O)(=O)NNC(=O)c1c(C)nc2ccccn12,-0.7,18,1,-1,-27,-0.2,5,-2,0.1,6
CCN(C[C@H]1N[C@@](CC)(C(=O)OC)[C@H]2C(=O)N(Cc3ccccc3)C(=O)[C@@H]12)C(=O)NC(C)C,-1.7,·,7,·,-9,i,-2,2,-1.3,4
NN1C(=O)/C(=C\c2ccco2)SC1=S,·,-22,-1,-2,6,-0.6,1,-5,1.3,-2
COc1ccccc1NC(=O)Cc1noc(CSc2nnc(C(F)(F)F)n2C)n1,-1.6,14,-5,-3,-15,-0.4,9,1,-3.6,3
Cc1cccnc1NC(=O)c1csnn1,-1.4,24,-5,0,-10,-0.4,10,-8,0.8,6
CS(=O)(=O)c1ccc(C(=O)OCC(=O)N(CCc2ccccc2)Cc2ccccc2)cc1,2.1,·,1,·,2,i,7,-1,-0.2,7
Cc1ccc(NC(=O)CSC(C)C(=O)NCCc2ccccn2)cc1 (stereo unspecified),1.1,17,3,2,-6,-0.2,-4,-4,0.7,2
O=S(=O)(CCN1CCCC1)NCCNS(=O)(=O)c1ccc(F)cc1Br,-0.4,·,·,·,-7,-1.3,3,-5,1.6,6
COc1ccc(CNC(=O)C2CCCN(C(=O)Nc3ccccc3OC)C2)cc1 (stereo unspecified),0.5,12,-4,-7,-4,-0.1,-1,-2,0.5,15
COc1ccc(S(=O)(=O)NNc2nc(C)cc(C)n2)cc1[N+](=O)[O-],0.1,12,-1,2,-11,i,6,1,0.7,4
Cc1ccc(Cl)cc1NC(=O)C(=O)N/N=C/c1ccc2c(c1)OCO2,-1.1,2,·,-1,·,i,1,-1,-0.2,-39
COCCNC(=O)/C(C#N)=C/c1c(N2CCN(C)CC2)nc2ccccn2c1=O,2.7,·,2,-1,-11,i,-2,9,0.3,-9
CCOC(=O)C1=C(C)N=c2s/c(=C/c3cccc([N+](=O)[O-])c3O)c(=O)n2C1c1cc(OC)c(OC)c(OC)c1 (stereo unspecified),-0.5,15,-14,2,·,i,-6,-15,0.3,-6
CCOC(=O)C1CCN(S(=O)(=O)c2ccccc2[N+](=O)[O-])CC1,·,·,-5,·,-6,i,-4,-12,2.0,4
# Other structures follow:
SMILES,PfHsp40 rescue,DUSP3 inh,Rv3671c protease,SARS 3CLpro inh,SSB-PriA inh,BH1578 lux ind,Yp Topo-I inh,Anthrax LF prot,TcdB GH inh,MazF activator
O=S(=O)(c1cccs1)N1CCc2ccccc21,0.4,11,0,4,-26&-20,i,1,0,·,-3
CCOC(=O)C1CCN(C(=O)COC(=O)c2oc3ccc(OC)cc3c2C)CC1,1.5,·,5,·,-4,-0.3,0,·,-0.2,-12
O=C(CN1CCC(C(=O)c2ccc(F)cc2)CC1)Nc1ccccc1,-1.8,26,-3,0,3,-1.4,15,0,·,-1
O=c1[nH]c(CSc2nc(-c3ccc(F)cc3)cs2)nc2ccccc12,0.4,-10,-8,9,3,-0.5,5,-4,·,16
Cc1ccc(-c2ccc(CN3C(CC(C)C)C(=O)N(Cc4cn(CC5CCCCC5)nn4)CCS3(=O)=O)cc2)cc1 (stereo unspecified),·,·,·,·,·,-0.5,19,0,1.1,-3
COc1cc2c(cc1NC(=O)c1cccnc1)CCCC2,0.1,21,5,-1,1,1.1,-8,3,·,2
CC(C)(C)c1nc(SCC(=O)N2CCCC2)c2ccccc2n1,0.4,4,3,-1,-8,-0.3,1,-2,-12,1
COc1ccc(OCC(=O)Nc2nnc(S(=O)(=O)N3CCCCCC3)s2)cc1,-1.0,13,-4,6,-10,-0.2,0,-10,0.8,-1
CCOC(=O)C1Sc2[nH]c(=O)sc2C(c2ccc(Cl)cc2)C1C(=O)OCC (stereo unspecified),-0.7,19,10,4,2,-0.2,13,4,·,-6
CCN(CC(=O)Nc1ccc(Br)cc1)C(=O)c1nc2nc(C)cc(C)n2n1,-1.4,·,-5,·,-5,i,-3,-10,2.1,-8
O=c1cnnc(N/N=C/c2c[nH]c3ccccc23)[nH]1,0.8,-12,13,-2,·,i,-7,1,1.3,8
CN(CC(=O)Nc1ccc(OC(F)(F)F)cc1)C(=O)/C=C/c1ccco1,0.4,·,-5,·,-9,-0.5,-7,-6,3.3,-3

# Rewritten tab-delimited: 4 of the compounds above
Structure	PfHsp40 rescue	DUSP3 inh	Rv3671c protease	SARS 3CLpro inh	SSB-PriA inh	BH1578 lux ind	Yp Topo-I inh	Anthrax LF prot	TcdB GH inh	MazF activator
O=c1[nH]c(CSc2nc(-c3ccc(F)cc3)cs2)nc2ccccc12	0.4	-10	-8	9	3	-0.5	5	-4	·	16
Cc1ccc(-c2ccc(CN3C(CC(C)C)C(=O)N(Cc4cn(CC5CCCCC5)nn4)CCS3(=O)=O)cc2)cc1 (stereo unspecified)	·	·	·	·	·	-0.5	19	0	1.1	-3
COc1cc2c(cc1NC(=O)c1cccnc1)CCCC2	0.1	21	5	-1	1	1.1	-8	3	·	2
CC(C)(C)c1nc(SCC(=O)N2CCCC2)c2ccccc2n1	0.4	4	3	-1	-8	-0.3	1	-2	-12	1

# From PubChem BioAssay
